# SENP8 block-1 – SENP8 protease inhibitors, primary screen, biochemical, luminescence; Sentrin-specific protease 8 (Homo sapiens), Q96LD8; purified SENP8, Z-RLRGG-aminoluciferin cleavage; inhibition, % at 10 µM; hit rate 1.2% among 330,000; AID 2540, 2010; in the data active means inhibition above about 50%
# Apaf1 inhib – inhibitors of human Apaf-1 apoptosome, primary screen, biochemical, DEVD-Rh110 fluorescence, uHTS; reconstituted apoptosome caspase-3 activity; inhibition, % at 20 µM; hit rate 0.71% among 330,000; active means inhibition of at least 40% at 20 µM;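 further: plate controls were DMSO wells for no effect and DEVD-CHO caspase inhibitor wells for full effect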
#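 Material: cell-free apoptosome with Apaf-1, procaspase-3 and caspase-9; Buffer or medium: Hepes pH 7.5 with detergent and BSA; Reagent: cytochrome c trigger plus (Z-DEVD)2-Rh110 caspase-3 substrate; Times: compound with Apaf-1, dATP, procaspase-3 30 min, then 50 min reaction, room temperature; Technique: Rh110 fluorescence intensity.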
# SENP1 inh – human SENP1 catalytic domain inhibitors, primary screen, biochemical, FRET, uHTS; Sentrin-specific protease 1 (Homo sapiens), Q9P0U3; recombinant SENP1 catalytic domain, CyPet-SUMO1-YPet FRET cleavage; inhibition, % at 10 µM; hit rate 0.21% among 360,000; AID 624204, 2012;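 active means inhibition at least 30% at 10 µM, raw YFP signal under a set limit, fluorescence ratio 0.5 to 1.5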;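 further: 0% = enzyme with DMSO and 100% = no enzyme wells; some results filed as inactive read as strong as hits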
# Target sequence (Q9P0U3 419-644 limits assumed): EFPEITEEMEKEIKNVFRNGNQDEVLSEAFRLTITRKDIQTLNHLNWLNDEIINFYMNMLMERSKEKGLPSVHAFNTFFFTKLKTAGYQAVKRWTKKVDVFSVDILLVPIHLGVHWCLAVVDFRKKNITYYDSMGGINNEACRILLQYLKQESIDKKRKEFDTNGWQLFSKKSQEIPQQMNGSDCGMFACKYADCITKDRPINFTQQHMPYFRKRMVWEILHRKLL
#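 Test system: recombinant human SENP1 catalytic domain, His6-tagged / Medium: pH 8 Tris buffer with EDTA, NaCl, BME, BSA, NP40, catalase / Also added: SUMO1 FRET substrate flanked by Cypet and Ypet, 25 nM / Times: 50 min reaction at room temperature / Signal: FRET, CFP and YFP emission / Control set: no-enzyme low control and enzyme-plus-DMSO high control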
# PfG6PD inh – PfG6PD enzyme inhibitors, primary screen, biochemical, fluorescence intensity, uHTS; glucose-6-phosphate dehydrogenase-6-phosphogluconolactonase (Plasmodium falciparum 3D7); PfGluPho enzyme, NADPH resazurin-diaphorase fluorescence; inhibition, % at 20 µM; hit rate 0.78% among 350,000; AID 504690, 2011;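 active means inhibition reaching at least a set limit at 20 µM in the primary screen, cut at about 59% in these data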;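 further: 0% = DMSO wells with substrate and 100% = DMSO wells lacking glucose-6-phosphate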
# SENP7 inh – SENP7 protease inhibitors, primary screen, biochemical, luminescence, uHTS; recombinant SENP7, Z-RLRGG-aminoluciferin luminescence, 40 min; inhibition, % at 5 µM; hit rate 1.5% among 330,000; AID 434973, 2010;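 active means inhibition above about 50% at the single test dose, limit read from the data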;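 further: plate controls were DMSO with enzyme for no effect and no enzyme buffer wells for full effect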
# Target sequence (Q9BQF6 706-1050 limits assumed): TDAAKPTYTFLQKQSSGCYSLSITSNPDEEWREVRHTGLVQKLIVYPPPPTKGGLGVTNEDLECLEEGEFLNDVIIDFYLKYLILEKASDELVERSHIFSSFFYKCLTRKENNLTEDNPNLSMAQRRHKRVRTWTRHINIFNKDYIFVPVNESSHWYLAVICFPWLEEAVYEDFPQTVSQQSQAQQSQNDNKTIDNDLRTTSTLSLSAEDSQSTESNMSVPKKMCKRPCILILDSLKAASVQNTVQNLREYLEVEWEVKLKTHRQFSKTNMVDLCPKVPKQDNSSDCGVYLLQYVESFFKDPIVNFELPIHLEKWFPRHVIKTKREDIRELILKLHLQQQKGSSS
# SENP8 block-2 – human SENP8 protease inhibitors, primary screen, biochemical, fluorescence, Nedd8 protein substrate, uHTS. hit rate 0.64% among 360,000. Sentrin-specific protease 8 (Homo sapiens), Q96LD8. AID 602440, 2012. recombinant SENP8. inhibition, % at 20 µM; in the data active means inhibition mostly above about 40%, no sharp cut-off; inactive means mostly below about 27%
# HKDC1 inh – HKDC1 hexokinase inhibitors, primary screen, biochemical, fluorescence, uHTS. Q2TB90. inhibition, % at 20 µM. recombinant HKDC1, G6PDH/diaphorase resazurin coupled fluorescence. hit rate 0.16% among 340,000;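 active means inhibition above about 35% when tested at 20 µM, limit read from the data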;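 further: plate controls were DMSO wells with enzyme for no effect and DMSO wells lacking enzyme for full effect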
#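 Assay system: in-house recombinant HK5 (HKDC1) enzyme. Input: HKDC1 at 5 µg/mL. Medium: Tris pH 8.0 buffer with MgCl2, Tween-20, BSA, BME. Dosing: single 20 µM dose. Schedule: 90 min reaction incubation at room temperature, dark. Signal: resazurin-to-resorufin fluorescence via G6PDH and diaphorase coupling, 525/613 nm. Controls: DMSO-enzyme wells negative, buffer-substituted wells positive.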
# SENP6 block – SENP6 protease inhibitors, primary screen, biochemical, luminescence, uHTS; Sentrin-specific protease 6 (Homo sapiens), Q9GZR1; Recombinant SENP6 catalytic domain, aminoluciferin luminescence; inhibition, % at 10 µM; hit rate 1.8% among 330,000;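 active means inhibition above about 50% at the single tested dose, limit read from the data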;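 further: plate controls were DMSO wells with enzyme for no effect and DMSO wells lacking enzyme for full effect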
# Target sequence (Q9GZR1 628-1112 limits assumed): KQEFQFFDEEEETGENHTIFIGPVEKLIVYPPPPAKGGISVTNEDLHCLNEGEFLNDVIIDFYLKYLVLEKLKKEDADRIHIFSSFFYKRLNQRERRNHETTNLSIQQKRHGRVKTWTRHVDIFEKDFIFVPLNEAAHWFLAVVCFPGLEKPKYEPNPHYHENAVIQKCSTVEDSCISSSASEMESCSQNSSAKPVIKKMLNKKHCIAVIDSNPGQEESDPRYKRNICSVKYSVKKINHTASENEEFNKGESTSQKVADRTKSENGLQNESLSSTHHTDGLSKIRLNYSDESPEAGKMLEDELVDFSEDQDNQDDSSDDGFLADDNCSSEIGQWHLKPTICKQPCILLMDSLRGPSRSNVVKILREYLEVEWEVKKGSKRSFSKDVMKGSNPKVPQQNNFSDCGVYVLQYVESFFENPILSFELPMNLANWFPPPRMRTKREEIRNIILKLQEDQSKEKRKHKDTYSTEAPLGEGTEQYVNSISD
# * hit, by the source's call; nt = no result given.
SMILES	SENP8 block-1	Apaf1 inhib	SENP1 inh	PfG6PD inh	SENP7 inh	SENP8 block-2	HKDC1 inh	SENP6 block
CCCCN(C(=O)CSc1nnc(Nc2ccc(C)c(C)c2)s1)c1c(N)n(Cc2ccccc2)c(=O)[nH]c1=O	-13	13	1	1	-6	33	-3	-38
CC1CCCN(c2ccc([N+](=O)[O-])s2)C1 (stereo not drawn)	nt	nt	1	12	nt	24	-9	nt
Cc1[nH]c2ccccc2c1C(O)CN1CCN(c2cccc(C(F)(F)F)c2)CC1 (stereo not drawn)	-1	14	-9	13	6	11	13	5
COc1ccc(C2(NC(C)=O)CCN(C(=O)c3ccco3)CC2)cc1	-2	-4	2	-2	-2	7	-3	-15
COC(=O)c1cc(=O)n(Cc2ccccc2)c(=NCc2ccccc2)s1	0	2	nt	nt	1	nt	nt	5
COc1ccc(CC(=O)Nc2nc(-c3cccnc3)cs2)cc1	-1	1	0	0	0	7	-7	1
O=C(CN(c1ccccc1)S(=O)(=O)c1ccc(Cl)cc1)Nc1cccnc1	-8	2	1	5	-7	3	2	-16
COc1ccc2c3c(ccc2c1)C(=O)/C(=C/O)CC3	nt	nt	-31	69*	nt	-198	25	nt
Cc1c(C)c2cc(Cl)c(OCC(=O)N3CCN(c4ccc(F)cc4)CC3)cc2oc1=O	5	-10	0	-10	3	-33	-6	3
CCCC[C@@H]1CNC(=O)C(=O)N1CCCc1cc(OC)c(OC)c(OC)c1	-8	4	-1	-6	-12	14	-2	9
COc1cccc(-c2cc(C(=O)Nc3cnn(Cc4ccccc4C)c3)no2)c1	0	-9	2	3	3	8	-4	-4
OCC1(Cc2cccc(Cl)c2)CCCN(Cc2ccc(F)c(F)c2)C1 (stereo not drawn)	-7	-1	1	19	16	9	3	-15
O=C(NCc1ccco1)c1cccnc1Cl	9	-9	0	1	3	9	-12	7
COc1cccc(N2CCN(Cc3nc(N)nc(N4CCCc5ccccc54)n3)CC2)c1	-2	12	-3	3	-1	15	0	-3
Cc1ccc(CN(C)CC(=O)NC(C)c2ccccc2)cc1 (stereo not drawn)	-1	15	-2	-7	0	10	-4	-6

# Following part:
SMILES	SENP8 block-1	Apaf1 inhib	SENP1 inh	PfG6PD inh	SENP7 inh	SENP8 block-2	HKDC1 inh	SENP6 block
COc1ccc(CN2C(=O)c3cccnc3C2Nc2ccc(OC)c(Cl)c2)cc1 (stereo not drawn)	-5	11	0	12	6	16	-2	-27
CCOC(=O)C1CCCN(C(=O)c2ccc(C)c([N+](=O)[O-])c2)C1 (stereo not drawn)	2	5	0	-12	7	22	-13	12
N#CCC(=O)Nc1sc2c(c1C(N)=O)CCCC2	-10	9	-20	20	16	-12	-2	-3
CCCCNC(=O)Nc1ccon1	-9	-12	0	14	-2	6	-5	-8
O=C(NCCS(=O)(=O)N1CCN(c2cccc(Cl)c2)CC1)c1cc(=O)c2ccccc2o1	5	9	0	-6	-4	13	-6	0
CC1(C)SCC(C(=O)O)NC1=O (stereo not drawn)	7	-6	1	-13	2	0	-4	-2
Cc1noc(-c2ccccc2)c1NC(=O)Nc1ccccc1	4	-10	2	4	0	9	-7	-16
COc1ccc(-c2nn(-c3ccccc3)cc2C=O)cc1[N+](=O)[O-]	5	8	4	-3	2	8	3	17
C#CCOCCOCCOCCNc1nc(N2CCN(C(=O)Cn3cc(CCO)nn3)CC2)nc(N2CCN(C(=O)[C@H](C)n3cc(CCCN=C(N)N)nn3)CC2)n1	nt	nt	0	9	nt	19	-6	nt
O=C(CN1C(=O)c2ccc([N+](=O)[O-])cc2C1=O)NC1CCS(=O)(=O)C1 (stereo not drawn)	10	5	0	3	-4	22	-7	11
CC(C)(C)C(=O)NC(=S)NCc1ccccc1	5	2	0	-7	0	3	-6	-15
COc1ccccc1C(=O)NCCC(=O)Nc1nc2ccccc2[nH]1	-7	1	2	-9	-6	-6	2	-6
Nc1cc(=O)[nH]c(SCC(=O)Nc2ccc(N3CCOCC3)cc2)n1	5	-12	2	-7	7	9	6	19
CC(C)Sc1snnc1-c1ccccc1	11	2	1	-11	2	-3	-3	9
CC(C)NCC(O)Cn1c2c(c3ccccc31)CCc1c-2cnn1-c1ccccc1 (stereo not drawn)	5	31	-1	16	-10	-394	11	-15

# New compounds follow.
SMILES	SENP8 block-1	Apaf1 inhib	SENP1 inh	PfG6PD inh	SENP7 inh	SENP8 block-2	HKDC1 inh	SENP6 block
CC(C)CNC(=O)c1cc(-c2ccc(Cl)c(Cl)c2)on1	-8	-26	1	3	0	16	0	-5
NS(=O)(=O)c1ccc(Sc2ccccn2)c([N+](=O)[O-])c1	5	-30	1	-13	-2	30	0	4
O=C(N/N=C/C=C\c1cccc([N+](=O)[O-])c1)c1cccnc1	0	-3	2	17	-7	38	1	2
N/C(Cc1ccc(Cl)c(Cl)c1)=N\OC(=O)c1ccc(Br)o1	0	3	-4	17	-7	15	2	-4
CN(C)S(=O)(=O)c1cccc(NC(=O)COc2ccc(C(=O)c3ccccc3)cc2)c1	-7	16	0	8	-7	2	-2	-4
O=C(NCc1cccs1)c1ccc(Cl)c(S(=O)(=O)N2CCCC2)c1	-2	15	1	-3	-9	23	-2	-3
CCOC(=O)c1cc(-c2ccccc2)nn1-c1ccccn1	3	-10	-2	-7	-1	10	5	3
COCCn1c(N)c(N(Cc2ccccc2)C(=O)C2CCCC2)c(=O)[nH]c1=O	-6	3	1	15	-15	-3	-16	-12
COc1ccccc1NS(=O)(=O)c1cccc(C(=O)NCC(c2ccco2)N2CCCCC2)c1 (stereo not drawn)	-4	24	-1	3	-7	-1	0	4
Cc1ccc(C(=O)CSc2nc3ccc(C(=O)NCCN4CCCCC4)cc3c(=O)[nH]2)cc1	-3	5	-6	2	9	-149	-3	3
O=C(CN1C(=O)CSc2ccc(S(=O)(=O)N3CCCCC3)cc21)NCc1ccccc1	-8	10	-1	-8	-13	15	-6	-5
Cc1cccc(N2CCN(C(=O)CN3C(=O)NC(C)(C4CC4)C3=O)CC2)c1C (stereo not drawn)	-8	3	0	-2	16	15	3	-8
Cc1nc(NCc2ccco2)c(C#N)c2c1COC(C)(C)C2	3	-9	0	12	-7	-474	-3	5
O=C(Nc1nnc(SCc2ccccc2F)s1)c1ccco1	-19	5	2	-22	-11	-44	7	-19
CCCCCn1c(N)c(-c2nc3ccccc3s2)c2c([N+](=O)[O-])nn(C)c(=O)c21	-10	12	-11	5	-4	5	3	-18

# The listing continues:
SMILES	SENP8 block-1	Apaf1 inhib	SENP1 inh	PfG6PD inh	SENP7 inh	SENP8 block-2	HKDC1 inh	SENP6 block
CCC(C)NC(=O)c1ccc(C(=O)c2ccccc2)cc1 (stereo not drawn)	1	-1	3	6	-2	6	-10	8
CN(C)c1ccc(N2C(=O)CSC2=S)cc1	6	23	2	11	7	14	-10	15
NS(=O)(=O)c1ccc(NC(=S)NC(=O)C2CCCC2)cc1	-5	11	4	-13	-1	6	1	-6
CCn1c(-c2ccc3[nH]c(C)c(C)c3c2)n[nH]c1=S	1	10	0	21	-1	-14	-4	-12
COc1ccccc1NS(=O)(=O)c1cc(NC(=O)c2ccc3c(c2)OCCO3)ccc1C	9	7	-1	2	1	21	9	-3
Cc1cc(C)cc(OCC(=O)N(Cc2cccs2)C2CCS(=O)(=O)C2)c1 (stereo not drawn)	-2	10	1	-2	6	6	-5	0
COc1ccc(CN2CC(C(=O)NCCN3CCOCC3)CC2=O)cc1 (stereo not drawn)	17	-12	0	-13	5	5	-9	3
Cc1cc(C)n2ncc(C(=O)NCc3cccnc3)c2n1	-4	-7	1	-1	8	-484	-2	-18
COc1cccc(NC(=O)n2ncc3c(C)cccc32)c1	95*	5	2	44	100*	20	-1	99*
CC(=O)c1cccc(NC(=O)Nc2nc(C)cc(C)n2)c1	-23	0	1	28	-11	13	6	-1
Cc1ccc(C)c(NC(=O)c2ncn[nH]2)c1	-2	0	3	-1	6	9	15	0
COc1cccc(/C=c2\s/c(=C/C(=O)c3ccc(C)cc3)[nH]c2=O)c1OC	2	4	-26	-18	2	-83	-23	13
COc1cc(CN(C)C(=O)C2CCN(S(=O)(=O)c3cccs3)CC2)ccc1OC(F)F	nt	nt	2	-1	nt	4	-3	nt
Cc1cc(C)c(C#N)c(Oc2ccccc2Br)n1	-5	4	-75	6	-3	-38	-2	-16
CCC1(c2ccccc2)NC(=O)N(CC(=O)N(C)CC(=O)Nc2cccc(F)c2)C1=O (stereo not drawn)	-2	-8	-1	-1	5	0	-9	-4

# 3 entries from above, field by field.
Cc1nc(NCc2ccco2)c(C#N)c2c1COC(C)(C)C2
  SENP8 block-1: 3; Apaf1 inhib: -9; SENP1 inh: 0; PfG6PD inh: 12; SENP7 inh: -7; SENP8 block-2: -474; HKDC1 inh: -3; SENP6 block: 5
O=C(Nc1nnc(SCc2ccccc2F)s1)c1ccco1
  SENP8 block-1: -19; Apaf1 inhib: 5; SENP1 inh: 2; PfG6PD inh: -22; SENP7 inh: -11; SENP8 block-2: -44; HKDC1 inh: 7; SENP6 block: -19
CCCCCn1c(N)c(-c2nc3ccccc3s2)c2c([N+](=O)[O-])nn(C)c(=O)c21
  SENP8 block-1: -10; Apaf1 inhib: 12; SENP1 inh: -11; PfG6PD inh: 5; SENP7 inh: -4; SENP8 block-2: 5; HKDC1 inh: 3; SENP6 block: -18

# More records:
SMILES	SENP8 block-1	Apaf1 inhib	SENP1 inh	PfG6PD inh	SENP7 inh	SENP8 block-2	HKDC1 inh	SENP6 block
CCCn1ncc(CN2CCN(Cc3ccc(C)o3)C(CCO)C2)c1C (stereo not drawn)	-1	5	-1	-8	-5	9	-9	2
CC(C)n1nc(C(=O)Nc2nnc(C3CC3)s2)c2ccccc2c1=O	-1	1	0	-7	-4	5	-11	4
CCOc1cc(/C=C\c2nc(O)c([N+](=O)[O-])c(=O)[nH]2)ccc1OC(C)C	-7	8	-8	2	-6	19	5	-19
COc1ccc(C(O)(CCC(C)C)C(CN2CCOCC2)c2ccc(Cl)cc2)cc1 (stereo not drawn)	2	24	-1	21	-2	10	3	5
Cc1cc(C)cc(N2C(=O)CSC2c2ccccn2)c1 (stereo not drawn)	6	-16	2	4	14	8	-2	13
COc1cc(C2OCC3C(c4cc(OC)c(OC)c(OC)c4)OCC23)cc(OC)c1OC (stereo not drawn)	-3	7	-13	1	6	13	-5	-4
C=C(Cl)COc1ccc2c(CC)cc(=O)oc2c1	-20	7	-2	3	57*	-129	-6	-18
CCOC(=O)C(C)Oc1cccc2c(=O)n(CC(=O)NCc3ccc4c(c3)OCO4)ccc12 (stereo not drawn)	-2	-2	0	-2	-6	-54	-3	-4
O=C(N/N=C/c1ccc(O)cc1)/C(=C/c1ccccc1)CCO	-8	6	-4	-1	-3	11	2	-17
Cc1cc(NC(=O)CSc2nccn2-c2ccc([N+](=O)[O-])cc2)no1	1	-3	1	1	2	12	3	-8
C/C(=C(/CCO)SSCC1CCCO1)N(C=O)Cc1cnc(C)nc1N (stereo not drawn)	-4	10	2	1	-7	3	0	-6

# Bioassay records deposited in PubChem BioAssay by Sanford-Burnham Center for Chemical Genomics.
